Compound activity from PubChem.
EWS-Fli block: inhibitors of EWS/Fli oncoprotein transcriptional activity; A673 NR0B1-luciferase reporter, viability-normalised; inhibition, % at 12.6 µM; 350,000 compounds, 0.67% hits;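 active = mean inhibition of at least 50% after viability correction, with every replicate also passing that limit; inconclusive = mean reaches 50% but only one of two replicates passes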;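 also: firefly luciferase signal divided by Alamar Blue viability fluorescence both relative to DMSO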
LGR2 inh: Drosophila LGR2 receptor signaling inhibition | HEK293 LGR2, CRE-luciferase, bursicon-stimulated, 4 h | inhibition, % at 9.99 µM | 380,000 compounds, 0.35% hits;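 active = drop in luminescence signal, shown as inhibition above about 50% in the replicate tests, limit read from the data, passing the limit was not always enough; inconclusive = probably only some replicates passing the limit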;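 also: agonist challenge used bursicon conditioned medium at about half maximal strength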
PGC1a acetyl inh: PGC1a acetylation modulation, inhibitor mode | U2OS PGC1a acetylation, AlphaScreen anti-acetyl-lysine; with virally co-expressed GCN5 acetyltransferase | inhibition, % at 15.6 µM | AID 651687 | 350,000 compounds, 0.17% hits;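 active = every replicate shows inhibition of at least 40%; inconclusive = mean inhibition at least 40% but some replicate below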;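 also: 0% = neutral control wells and 100% = positive control wells; some results beyond the cut were filed as inactive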
PAX8 inh HTS: PAX8 transcriptional activity inhibition; RMG-I TPO-luciferase reporter, SteadyGlo, 24 h; inhibition, % at 12.6 µM; 360,000 compounds, 1.2% hits;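 active = mean replicate inhibition at least 60% with every replicate also reaching 60%; inconclusive = only one of the two criteria is met; inactive = mean below 60% and not all replicates reaching 60%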;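 also: luciferase light reporting Pax8 driven TPO promoter activity; plate controls were median of neutral control wells for no effect and mitoxantrone controls for full effect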
ERAP1 inh: inhibitors of human ERAP1 aminopeptidase; Q9NZ08; recombinant ERAP1, Leu-AMC fluorescence, 60 min; inhibition, % at 10.7 µM; 340,000 compounds, 0.15% hits; AID 652197;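 active = mean replicate inhibition of at least 30%, or all replicates individually reaching that 30% level; inactive = mean below 30% and not every replicate reaching it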;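 also: 0% = neutral control wells and 100% = L-leucinethiol positive control wells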
Target sequence (Q9NZ08 whole entry, looked up): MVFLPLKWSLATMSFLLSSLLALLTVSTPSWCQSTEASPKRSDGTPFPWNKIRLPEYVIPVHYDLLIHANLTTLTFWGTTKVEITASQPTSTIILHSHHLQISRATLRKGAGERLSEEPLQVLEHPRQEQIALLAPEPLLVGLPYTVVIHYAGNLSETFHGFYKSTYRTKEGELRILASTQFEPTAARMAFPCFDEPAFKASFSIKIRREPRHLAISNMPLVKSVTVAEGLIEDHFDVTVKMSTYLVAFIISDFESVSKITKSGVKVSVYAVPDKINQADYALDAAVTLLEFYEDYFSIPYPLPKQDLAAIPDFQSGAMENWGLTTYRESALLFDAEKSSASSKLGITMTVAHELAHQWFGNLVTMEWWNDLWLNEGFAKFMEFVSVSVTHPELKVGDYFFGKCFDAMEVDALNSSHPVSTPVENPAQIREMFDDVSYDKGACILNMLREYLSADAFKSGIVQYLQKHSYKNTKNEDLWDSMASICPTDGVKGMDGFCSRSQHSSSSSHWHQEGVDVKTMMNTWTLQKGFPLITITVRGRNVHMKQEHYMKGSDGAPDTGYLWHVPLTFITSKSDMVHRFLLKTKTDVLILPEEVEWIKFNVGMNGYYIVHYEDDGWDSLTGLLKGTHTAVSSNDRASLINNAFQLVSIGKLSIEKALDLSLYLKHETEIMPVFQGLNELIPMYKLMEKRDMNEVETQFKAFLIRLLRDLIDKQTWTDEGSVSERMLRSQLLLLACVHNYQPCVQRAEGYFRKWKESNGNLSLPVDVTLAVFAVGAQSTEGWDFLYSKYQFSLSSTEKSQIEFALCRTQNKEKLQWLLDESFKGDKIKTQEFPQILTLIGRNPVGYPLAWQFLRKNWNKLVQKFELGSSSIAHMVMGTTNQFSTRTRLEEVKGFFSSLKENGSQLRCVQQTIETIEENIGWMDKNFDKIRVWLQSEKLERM
S100A4 inh HTS: inhibitors of human S100A4 binding to myosin IIA peptide. P26447. inhibition, % at 10.7 µM. S100A4/TAMRA-MyoIIA peptide fluorescence polarization. 360,000 compounds, 0.14% hits;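 active = mean inhibition of at least 70% across replicates, with every replicate also reaching that level; inconclusive = mean inhibition reaches 70% but some replicates fall short; inactive = mean inhibition below 70%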
Target sequence (P26447 whole entry, looked up): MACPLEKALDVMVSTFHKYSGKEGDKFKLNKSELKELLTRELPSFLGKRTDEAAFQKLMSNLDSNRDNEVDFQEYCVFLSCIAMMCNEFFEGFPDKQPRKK
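Test system – S100A4 monomer (human) · Compound – single-point compound testing · Schedule – 5 min incubation before reading · Probe or stimulus – TAMRA-labelled myosin IIA heavy-chain peptide probe, 5 nM · Benchmarks – neutral control DMSO, positive control TFP · Medium – Calcium-containing HEPES buffer, pH 7.2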
FN deposition inh: fibronectin deposition inhibition | AH1F fibroblasts, Alexa488-fibronectin deposition fluorescence, overnight | 350,000 compounds, 0.086% hits | inhibition, % at 12.6 µM;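 active = mean inhibition across replicates of 30% or more, regardless of how many single replicates reach that level; inconclusive = mean under 30% yet at least half of replicates reach 30%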;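 also: positive control wells lacked labelled fibronectin entirely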
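Material: AH1F fibroblast monolayer depositing Alexa488-labelled fibronectin into matrix | Input: 10000 AH1F cells/well | Medium: DMEM plus 2% serum, read in PBS | Reagent: Alexa488-fibronectin, 24 nM final in well | Compound dosing: One dose per compound, pinned | Schedule: 1 h adhesion, overnight exposure | Measured by: Fluorescence at 485 nm excitation, 525 nm emission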
PglD DTNB: PglD (C. jejuni) enzyme inhibition. purified PglD enzyme, DTNB colorimetric CoA detection. 360,000 compounds, 0.098% hits. inhibition, % at 12.5 µM; in the data active = inhibition above about 16%, passing the limit was not always enough; inconclusive = no clear call, values can overlap the other calls; also: strong numbers were not always called active
* = called active by the depositor; ? = inconclusive; / = not tested or not shown.

# | SMILES | EWS-Fli block | LGR2 inh | PGC1a acetyl inh | PAX8 inh HTS
1 | COC(=O)[C@]12C[C@H](CC(=O)NCc3ccc(OC)c(OC)c3)C(=O)N(Cc3ccccc3)C1=C[C@H](C(C)C)O[C@@H]2C1CC1 | 1 | -8 | / | -18
2 | CO[C@@H]1CN(C)C(=O)c2ccc(NS(C)(=O)=O)cc2OC[C@@H](C)N(C(=O)CC2CC2)C[C@H]1C | -35 | -14 | 0 | /
3 | CCCn1c(SCC(=O)NCc2ccccc2)n[nH]c1=O | -2 | 23 | -3 | -8
4 | O=C1C(c2ccccc2)c2ccccc2N1Cc1ccccc1 (stereo not given) | 0 | -3 | 8 | 1
5 | Cc1cc(OC2CCCCC2)nc(-c2ccccc2O)n1 | / | / | 11 | -4
6 | CC(C)NC(=O)Nc1ccc2c(c1)CC(=O)N([C@H](C)CO)C[C@H](C)[C@@H](CN(C)Cc1ccncc1)O2 | 2 | 16 | 1 | 2
7 | CCC(=O)N1C[C@@H](C)[C@@H](OC)CN(C)C(=O)c2cc(NS(C)(=O)=O)ccc2OC[C@H]1C | 0 | -7 | 7 | /
8 | Cc1ccc(NC2=CC(=O)CC(C)(C)C2)cc1Cl | 14 | -13 | / | -8
9 | CN(Cc1ccccc1)S(=O)(=O)c1ccc(Cl)c(C(=O)N2CCC2)c1 | 5 | 9 | -17 | 8
10 | C/C=C/c1cnc2c(c1)C(=O)N([C@H](C)CO)C[C@@H](C)[C@H](CN(C)C(=O)Cc1cccnc1)O2 | -2 | -15 | -2 | 4
11 | CN(C)S(=O)(=O)c1cccc(NC(=S)N(CCC#N)Cc2cccnc2)c1 | 5 | 2 | -4 | 9
12 | O=C(/C=C/c1cccs1)N1CCC2(CC1)Oc1ccc(Cl)cc1C(=O)C21CC(c2cccnc2)=NO1 (stereo not given) | 10 | 27 | -3 | 34
13 | COc1ccc(C2/C=C\CN(Cc3ccc(N(C)C)cc3)CC(=O)N2Cc2ccc(F)cc2)cc1 (stereo not given) | 0 | 0 | 6 | 2
14 | O=C(NC1CCCCC1)N1CC(=O)N2[C@@H](CO)[C@H](c3ccc(-c4cccc(F)c4)cc3)[C@@H]2C1 | 6 | 9 | -6 | -4
15 | Cc1ccc(CSCCC(=O)NCCc2ccc(Cl)cc2)cc1 | / | -18 | 45 | 12

# | ERAP1 inh | S100A4 inh HTS | FN deposition inh | PglD DTNB
1 | 1 | 8 | 0 | /
2 | 2 | 9 | 2 | -6
3 | 0 | 0 | -19 | /
4 | 2 | 0 | -5 | -2
5 | / | / | 3 | -8
6 | -1 | 9 | -17 | 3
7 | 3 | 3 | 3 | 0
8 | -5 | -22 | -1 | 5
9 | 2 | -2 | 22 | -2
10 | 0 | 6 | / | -2
11 | -3 | -6 | 3 | 2
12 | 2 | -4 | 31* | -3
13 | 4 | 0 | -1 | 8
14 | 1 | -3 | / | /
15 | / | / | 2 | -5

Remaining list, next part
# | SMILES | EWS-Fli block | LGR2 inh | PGC1a acetyl inh | PAX8 inh HTS
16 | CN1CCN(c2cc(-c3cccc(C(=O)O)c3)nc3ccnn23)CC1 | -6 | 14 | / | 7
17 | NC(Cc1ccc(Cl)cc1)c1csc(NC(=O)Nc2ccccc2-c2ccccc2)n1 (stereo not given) | 2 | -7 | -9 | -24
18 | Cc1cccc(C(=O)Nc2nnc(S(=O)(=O)N3CCOCC3)s2)c1 | 14 | -7 | / | -6
19 | CCCCNC(=O)c1nn2c(C(F)(F)F)cc(-c3ccccc3)nc2c1Br | 11 | / | / | 34
20 | COc1ccc(NC(=O)C(NC(=O)Cc2cccs2)c2ccc(C)cc2)cc1 (stereo not given) | -1 | 6 | 6 | 53
21 | O=C(CCN1CCCCC1)c1ccccc1 | 7 | -1 | 6 | /
22 | C[C@H](CO)N1C[C@H](C)[C@@H](CN(C)Cc2ccc(C(=O)O)cc2)Oc2ncc(C3=CCCC3)cc2C1=O | -7 | -4 | 9 | -4
23 | CCCCN(C)CCCN1C(=O)C2C(C(=O)Nc3cccc(OC)c3)C3C=CC2(O3)C1C(=O)NC1CCCCC1C (stereo not given) | 16 | 0 | / | 1
24 | COc1ccc(CN2CCc3ccccc3C2)c(OC)c1OC | / | 7 | -14 | /
25 | CC(Sc1nc2ncc(Cl)cc2[nH]1)C(=O)NC1(C#N)CCCCC1 (stereo not given) | 2 | 7 | 2 | 31
26 | COc1ccc(S(=O)(=O)NCc2ccncc2)cc1NC(=O)c1ccc(Cl)cc1 | 20 | -7 | 1 | 16
27 | C[C@@H]1CN([C@H](C)CO)C(=O)c2cc(NS(C)(=O)=O)ccc2O[C@@H](C)CCCCO[C@H]1CN(C)C(=O)Nc1ccc2c(c1)OCO2 | -6 | -15 | 20 | /
28 | Cc1cc(=O)[nH]c(N/N=C/c2ccc(N(C)C)cc2)n1 | -36 | 18 | -6 | -25
29 | C[C@@H]1CN([C@H](C)CO)C(=O)Cc2cc(NC(=O)Nc3cccc4ccccc34)ccc2O[C@H]1CN(C)Cc1ccc2c(c1)OCO2 | 12 | 7 | -1 | -8
30 | CCCCn1c(O)c2n(c1=O)Cc1ccccc1N=C2c1ccccc1 | 19 | / | -15 | 11

# | ERAP1 inh | S100A4 inh HTS | FN deposition inh | PglD DTNB
16 | 1 | 1 | 0 | 9
17 | 2 | 4 | -4 | 1
18 | 0 | 3 | -8 | -2
19 | 0 | 0 | -2 | 8
20 | 1 | 4 | 1 | -2
21 | 0 | 1 | / | -4
22 | -2 | 17 | -1 | -1
23 | -9 | -3 | 14 | -3
24 | / | / | 2 | 2
25 | -9 | -8 | 4 | 1
26 | -1 | -2 | 8 | -1
27 | -2 | 6 | / | 0
28 | 10 | -4 | 6 | /
29 | -5 | 3 | / | -4
30 | 4 | 0 | 3 | 4

Additional compounds follow.
# | SMILES | EWS-Fli block | LGR2 inh | PGC1a acetyl inh | PAX8 inh HTS
31 | O=C(NCCc1ccc(Cl)cc1)C1CCN(c2ncccn2)CC1 | 6 | -14 | 3 | -26
32 | Cc1ccc(S(=O)(=O)NNC(=O)Nc2cccc3ccccc23)cc1 | 10 | 1 | 3 | 0
33 | Cc1nc2c3ccccc3nc(NNC(=O)CCC(=O)N3CCCC(C)C3)n2n1 (stereo not given) | -5 | -1 | / | -12
34 | CCn1c(C2CCN(Cc3ccccc3)CC2)n[nH]c1=S | -1 | 7 | / | 11
35 | C[C@@H]1CN([C@@H](C)CO)C(=O)c2c(c3ccccc3n2C)-c2ccccc2CO[C@@H]1CN(C)Cc1ccc(Oc2ccccc2)cc1 | 0 | 9 | -24 | 27
36 | CC1CCN(C(=O)COC(=O)CNC(=O)c2ccccc2F)CC1 | -7 | 1 | / | 4
37 | O=S(=O)(c1cccs1)N1CCCc2nc(-c3ccccc3)ccc21 | -21 | -42 | / | -18
38 | O=c1[nH]c(Nc2ccccc2)cc2cc(Br)ccc12 | 11 | -16 | / | -3
39 | O=C(Nc1ccc(S(=O)(=O)Nc2ccccc2F)cc1)N1CCCCC1 | 14 | -8 | / | 2
40 | COc1ccc(S(=O)(=O)Nc2cccc3c2O[C@@H](CN(C)Cc2ccc(Cl)c(Cl)c2)[C@H](C)CN([C@H](C)CO)C3=O)cc1 | 6 | 9 | -20 | /
41 | COc1ccc(Cl)cc1C(=O)Nc1cccc(-c2ccc3nncn3n2)c1 | 9 | 0 | 2 | -14
42 | CN1C(=O)c2cc(NC(=O)C3CC3)ccc2OC[C@H]2O[C@H](CC(=O)NCC3CCCCC3)CC[C@@H]21 | 3 | 16 | -6 | 0
43 | Cc1ccc(S(=O)(=O)Nc2ccc3c(c2)C(=O)N(C)[C@H]2CC[C@H](CC(=O)O)O[C@@H]2CO3)cc1 | 5 | -15 | 2 | -12
44 | C[C@H](O)[C@@H]1CN2CCc3c([nH]c4ccccc34)[C@@H]2C[C@@H]1N(C)C(=S)Nc1ccc(C#N)cc1 | -9 | 2 | 9 | 15
45 | COc1c2ccoc2c(OCC=C(C)C)c2oc(=O)ccc12 | -38 | -12 | / | -7

# | ERAP1 inh | S100A4 inh HTS | FN deposition inh | PglD DTNB
31 | -1 | -1 | -5 | /
32 | -1 | -1 | 2 | 0
33 | -2 | 14 | 2 | -2
34 | -2 | -6 | 1 | /
35 | -2 | 6 | 16 | /
36 | 0 | 1 | -6 | -3
37 | 2 | -2 | 0 | /
38 | 4 | 1 | -4 | -7
39 | -2 | 0 | / | 6
40 | / | / | -1 | /
41 | 3 | -7 | -172 | /
42 | 0 | 5 | 5 | -1
43 | -3 | -1 | -3 | 1
44 | 0 | -15 | -8 | 3
45 | 3 | 8 | -2 | 2

Carrying on:
# | SMILES | EWS-Fli block | LGR2 inh | PGC1a acetyl inh | PAX8 inh HTS
46 | Cc1ccc(-c2nnc(N(C)C(=O)c3ccncc3)s2)cn1 | / | / | -3 | -36
47 | CC(=O)c1cc2c(O)c(O)ccc2o1 | / | / | 6 | -14
48 | CCc1ccc(C(CNc2nc(C(F)(F)F)nc3ccccc23)N(C)C)cc1 (stereo not given) | ? | -5 | / | 40
49 | Cc1cccc(Nc2ncnc3onc(-c4ccc(F)cc4)c23)c1C | 0 | 10 | / | -4
50 | CC1CCN(CCOCCOc2ccc(Br)cc2Cl)CC1 | / | -13 | -6 | 6
51 | COc1cc(OC)c(OC)cc1/C=C/c1cc(C(=O)O)c2ccccc2n1 | 7 | 6 | / | -12
52 | C[C@@H](O)C#Cc1ccc([C@@H]2[C@@H](CO)N3CCCCN(S(=O)(=O)c4ccccc4)C[C@@H]23)cc1 | -1 | -16 | 3 | -25
53 | Cc1cccc(NC(=O)c2cc(S(=O)(=O)NCc3ccco3)ccc2F)c1C | / | -7 | -14 | /
54 | OC[C@H]1[C@H](c2ccc(C#CC3CCCC3)cc2)[C@@H]2CN(CCC(F)(F)F)CCCCN12 | 33 | 10 | -65 | -29
55 | O=C(NCC1CCCO1)C1CCN(S(=O)(=O)c2cccc3cccnc23)CC1 (stereo not given) | 3 | -18 | -7 | 4
56 | C[C@@H](NC(=O)[C@@H]1N[C@@H]2c3ccc(-c4ccncc4)c(=O)n3C[C@@H]2[C@H]1CO)c1ccccc1 | 5 | -12 | / | 5
57 | Cc1cc(NC(=O)CSc2nnc(C3CC3)n2N)c([N+](=O)[O-])cc1C | -12 | 7 | 14 | 8
58 | COc1ccccc1Cc1c(-c2ccccc2)nc2ccc(Cl)cn12 | -65 | / | -4 | -28
59 | COC(=O)c1ccc2c(c1)NC(=O)C(N1CCOCC1)S2 (stereo not given) | / | -7 | 0 | /
60 | CCC(=O)N(C)C[C@H]1[C@H](c2ccc(C3=CCCCC3)cc2)[C@@H](CO)N1C(=O)CC | 7 | 3 | 11 | 6
61 | Nc1nnc(SCc2ccc([N+](=O)[O-])cc2)s1 | -12 | 15 | / | -12
62 | CCOC(=O)Nc1cc(C(=O)OC)ccc1C | / | / | 6 | -2

# | ERAP1 inh | S100A4 inh HTS | FN deposition inh | PglD DTNB
46 | / | / | 21 | -2
47 | / | / | 5 | 2
48 | -5 | -6 | 2 | 4
49 | -1 | -2 | 5 | -2
50 | / | / | -1 | -1
51 | / | -2 | 1 | /
52 | -3 | -4 | / | 1
53 | / | / | 0 | -3
54 | 12 | ? | / | 0
55 | / | 41 | 3 | -2
56 | 0 | -14 | / | 0
57 | 1 | -1 | 6 | 1
58 | -1 | -13 | -1 | 5
59 | / | / | 6 | -2
60 | / | / | -10 | -5
61 | 1 | 3 | 3 | /
62 | 1 | 4 | 10 | -3
